Source: PubChem
Rab2 wt GTP: changes GTP binding to wildtype dog Rab2A, up or down; P61105; GST-Rab2 wt beads, Bodipy-GTP binding, flow cytometry; GTP binding activity, % at 10 µM; 190,000 tested, 0.19% active; AID 760;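 active = GTP binding activity at least 20 points away from 100%, either lowered or raised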;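 note: 0% = beads with excess unlabeled GTP and 100% = no-compound control corrected for plate trend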
HRas wt GTP bind: human HRas wildtype GTP binding, change in either direction. GST-Ras wt beads, Bodipy-FL-GTP binding, flow cytometry; actives lie on both sides. GTP binding activity, % at 10 µM. 190,000 tested, 0.14% active;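 active = GTP binding activity at least 20% away from the 100% baseline, either lowered as inhibitor or raised as activator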;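 note: 0% = unlabeled GTP competition control and 100% = no-compound control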
Target sequence (P01112 whole entry, looked up): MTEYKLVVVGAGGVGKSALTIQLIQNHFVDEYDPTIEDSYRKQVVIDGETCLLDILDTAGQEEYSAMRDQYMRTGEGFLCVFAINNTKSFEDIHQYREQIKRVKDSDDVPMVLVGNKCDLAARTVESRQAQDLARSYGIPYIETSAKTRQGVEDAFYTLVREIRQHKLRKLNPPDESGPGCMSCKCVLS
Pf gamet viab: kills late stage P. falciparum gametocytes. P. falciparum stage V gametocytes, ATP luminescence, 24 h. inhibition, % at 10.9 µM. 150,000 tested, 0.065% active;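 active = inhibition above the mean plus 3 SD of compounds within the control limits, set per campaign, cut at about 38% in these data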;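 note: 0% = DMSO wells and 100% = medium only without gametocytes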
Cdc42 wt GTP: modulators (inhibitors or activators) of GTP binding to human Cdc42 wildtype; P60953; GST-Cdc42 beads, Bodipy-GTP binding, flow cytometry; actives lie on both sides; percent activity (GTP binding), % at 10 µM; 190,000 tested, 0.2% active; AID 761;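 active = percent activity GTP binding at least 20 points away from the 100% baseline, either down as inhibitor or up as activator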;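 note: median bead fluorescence of bound Bodipy-FL-GTP at 100 nM; 0% = excess unlabeled GTP control and 100% = no compound control; below 100% means less GTP binding so inhibitor and above means activator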
Target sequence (P60953 whole entry, looked up): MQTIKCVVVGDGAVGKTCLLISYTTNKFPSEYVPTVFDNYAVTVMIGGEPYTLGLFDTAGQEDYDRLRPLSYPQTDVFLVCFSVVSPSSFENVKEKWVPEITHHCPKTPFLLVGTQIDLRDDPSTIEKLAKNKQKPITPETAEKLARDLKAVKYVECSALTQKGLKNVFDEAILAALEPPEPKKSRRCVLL
Bim-Mcl-1: inhibitors of Bim-Mcl-1 interaction, human | Q07820 | Bead-based flow cytometry, Bim peptide-Mcl-1 binding | inhibition, % at 10 µM | 190,000 tested, 0.1% active; in the data active = inhibition above about 40%;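 note: 0% = no compound tracer wells and 100% = peptide blocker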
Target sequence (Q07820 whole entry, looked up): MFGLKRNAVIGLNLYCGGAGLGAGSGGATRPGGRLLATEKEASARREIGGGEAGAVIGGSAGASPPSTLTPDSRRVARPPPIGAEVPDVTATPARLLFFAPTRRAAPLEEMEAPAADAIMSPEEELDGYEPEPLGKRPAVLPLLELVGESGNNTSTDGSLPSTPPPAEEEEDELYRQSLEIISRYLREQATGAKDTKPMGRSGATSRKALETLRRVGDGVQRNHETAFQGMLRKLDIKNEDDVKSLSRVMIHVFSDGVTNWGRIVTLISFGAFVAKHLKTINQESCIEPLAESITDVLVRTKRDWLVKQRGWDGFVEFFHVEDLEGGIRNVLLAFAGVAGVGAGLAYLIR
Rab7 wt GTP bind: alters GTP binding to wildtype dog Rab7 | 190,000 tested, 0.055% active | GST-Rab7 beads, fluorescent GTP binding, flow cytometry; actives lie on both sides; untreated = 100%, excess cold GTP = 0% | AID 758 | GTP binding activity (percent of control), % at 10 µM;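 active = fluorescent GTP binding to Rab7 beads changed by at least 20 points from the 100% baseline, either direction, mostly lower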;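 note: median green fluorescence of bound Bodipy-FL-GTP per Rab7 bead population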
Rac1 act GTP bind: human Rac1 activated mutant GTP binding change; P63000; GST-Rac1 activated beads, fluorescent GTP binding, flow cytometry; actives lie on both sides; 100% means binding = to untreated wells; percent activity (GTP binding), % at 10 µM; 190,000 tested, 0.11% active;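 active = GTP binding at least 20 percentage points away from the 100% baseline, in either direction, so actives lie on both sides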
RGS8-Gao: human RGS8-Galphao interaction regulation; AID 1423; response (percent of control binding), % at 10 µM; 220,000 tested, 0.34% active; multiplexed bead flow cytometry, RGS8-Galphao binding; actives lie on both sides; P09471; in the data active = response below about 60% or above about 140%; inactive = in between;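 note: Galphao activated as the GDP aluminium fluoride complex binding bead-coupled RGS8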
Target sequence (P09471 whole entry, looked up): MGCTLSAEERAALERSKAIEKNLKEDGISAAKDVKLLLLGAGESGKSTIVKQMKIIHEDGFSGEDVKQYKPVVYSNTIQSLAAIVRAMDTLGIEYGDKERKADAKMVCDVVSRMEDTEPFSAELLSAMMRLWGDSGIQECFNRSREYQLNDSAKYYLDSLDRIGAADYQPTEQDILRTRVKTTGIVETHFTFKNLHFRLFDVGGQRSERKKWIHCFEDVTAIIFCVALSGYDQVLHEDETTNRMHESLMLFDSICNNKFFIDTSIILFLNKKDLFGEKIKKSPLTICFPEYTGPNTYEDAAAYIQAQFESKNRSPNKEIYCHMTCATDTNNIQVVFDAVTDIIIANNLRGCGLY
Mcl1-Bid inh: disrupts binding of human Mcl-1 to Bid peptide. Q07820. TR-FRET Mcl-1/Bid-Dy647 peptide binding, 1536-well. inhibition, % at 21.7 µM. 220,000 tested, 0.97% active. AID 1021;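 active = compounds that cut the binding signal by more than half at the single screening dose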;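 note: His-tagged Mcl-1 with europium anti-His antibody binding Bid BH3 peptide; 0% = Mcl-1 plus peptide wells and 100% = peptide-only wells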
Mcl1 Noxa PPI: Mcl-1/Noxa interaction inhibition. TR-FRET Mcl-1/Noxa peptide binding, 2 h. inhibition, % at 21.7 µM. 220,000 tested, 1.5% active. AID 1022;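 active = compounds that cut the protein-peptide binding signal by more than 50% relative to plate controls in a single-dose test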;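 note: His-tagged Mcl-1 with rhodamine Noxa BH3 peptide and terbium anti-His antibody; 0% = Mcl-1 plus Noxa peptide wells and 100% = peptide-only wells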
Rac1 wt GTP bind: alters GTP binding to wildtype human Rac1; P63000; GST-Rac1 beads, fluorescent GTP binding, flow cytometry; actives lie on both sides; 0 = cold GTP competed, 100 = untreated; 190,000 tested, 0.27% active; GTP binding activity (% of control), % at 10 µM; AID 757;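 active = GTP binding activity at least 20 points away from the 100% control level, either lower or higher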
* marks the source's active call; other numbers are inactive results; / = no result given; & = joins results of further samples.

SMILES | Rab2 wt GTP | HRas wt GTP bind | Pf gamet viab | Cdc42 wt GTP | Bim-Mcl-1 | Rab7 wt GTP bind | Rac1 act GTP bind | RGS8-Gao | Mcl1-Bid inh | Mcl1 Noxa PPI | Rac1 wt GTP bind
COc1ccc(-c2ccnc3c(C(=O)O)cnn23)cc1 | 100 | 100 | / | 97 | 1 | 107 | 98 | 104 | -2 | 10 | 101
O=C(CNCc1ccc(F)cc1)Nc1ccccc1[N+](=O)[O-] | 99 | 99 | -23 | 98 | 0 | 98 | 98 | 94 | -20 | 14 | 104
COc1ccc2c(c1OC)C(=O)OC2c1c(O)nc(SC)n(-c2ccccc2)c1=O (stereo not given) | 97 | 99 | / | 101 | 4 | 97 | 98 | 102 | -9 | 22 | 103
Cc1nc2nc(C)c(CCC(=O)NCCCN3CCN(c4cccc(Cl)c4)CC3)c(C)n2n1 | 98&97 | 99&96 | 19 | 98&94 | -2&-1 | 98&102 | 97&93 | 106&101 | 37&-15 | 34&1 | 97&96
O=C(NN=C1CCCCCCC1)c1ccccn1 | 103 | 104 | 1 | 104 | -1 | 104 | 101 | 93 | -16 | 17 | 104
Cc1ccc(NC(=O)CSc2nnc(C)n2CC2CCCO2)cc1 (stereo not given) | 96 | 96 | -4 | 94 | 1 | 104 | 94 | 98 | -30 | 3 | 95
Cc1ccc(N2CCN(S(=O)(=O)c3ccc4c(c3)n(C)c(=O)c(=O)n4C)CC2C)cc1 (stereo not given) | 98 | 101 | 11 | 104 | -7 | 100 | 100 | 101 | -2 | 15 | 103
Oc1ccc(C2=Nn3c(nnc3-c3ccco3)SC2)cc1O | 47* | 47* | / | 49* | 33 | 70* | 65* | 70 | -2 | 38 | 51*
CCOc1ccc(S(=O)(=O)Nc2nc3ccccc3nc2N2CCN(C)CC2)cc1 | 104 | 105 | -16 | 104 | 0 | 100 | 102 | 102 | 6 | 14 | 106
CC(=O)Nc1ccc(C(=O)CSc2ncn(-c3ccccc3)n2)cc1 | 101 | 103 | / | 103 | 0 | 100 | 100 | 100 | 3 | 22 | 107
COc1ccccc1N1CCN(/N=C/c2cc([N+](=O)[O-])ccc2Cl)CC1 | 95 | 95 | -15 | 93 | -6 | 98 | 92 | 116 | -27 | 5 | 95
Cc1ccc(S(=O)(=O)c2c(N)n(NC(=O)c3ccco3)c3nc4ccccc4nc23)cc1 | 101 | 102 | 8 | 106 | -1 | 99 | 101 | 98 | 20 | 18 | 100
O=C(O)/C(=C\c1ccc(Cl)cc1)c1ccc(F)cc1 | 98 | 97 | 2 | 96 | 0 | 105 | 93 | 103 | 12 | 1 | 101
CC(C)c1nnc(NC(=O)c2cnccn2)s1 | 98 | 97 | -9 | 98 | -2 | 98 | 96 | 100 | -12 | -8 | 97
COCCn1c(-c2ccc(OC)c(OC)c2)nc2ccccc21 | 98 | 102 | 5 | 100 | 1 | 99 | 98 | 101 | -5 | -4 | 103
CC(C)(C)c1nn(-c2ccccc2)c2[nH]c(=O)c(CNCc3ccc4c(c3)OCO4)cc12 | 104 | 105 | / | 109 | 3 | 102 | 102 | 107 | -31 | -12 | 107
Cc1ccc(NC(=O)CCC2CC(C)(C)OC2=O)cc1 (stereo not given) | 101 | 98 | -51 | 97 | 0 | 106 | 97 | 101 | -10 | -13 | 98
COc1cccc(N2CCN(C3OC(=O)c4ccccc43)CC2)c1 (stereo not given) | 101 | 100 | / | 99 | 0 | 99 | 99 | 99 | -61 | -3 | 100
CCOC(=O)c1ccc2[nH]c3c(c2c1)CCCC3C(=O)OCC (stereo not given) | 104 | 105 | / | 103 | -2 | 105 | 101 | 100 | -14 | 9 | 108
CCOC(=O)N1CCN(C(=O)C2CCCN(Cc3nc(-c4ccc(Cl)cc4)oc3C)C2)CC1 (stereo not given) | 102 | 101 | / | 101 | -2 | 100 | 97 | 100 | -17 | -1 | 102

Fetched by structure from the list above (4):
SMILES | Rab2 wt GTP | HRas wt GTP bind | Pf gamet viab | Cdc42 wt GTP | Bim-Mcl-1 | Rab7 wt GTP bind | Rac1 act GTP bind | RGS8-Gao | Mcl1-Bid inh | Mcl1 Noxa PPI | Rac1 wt GTP bind
CCOC(=O)N1CCN(C(=O)C2CCCN(Cc3nc(-c4ccc(Cl)cc4)oc3C)C2)CC1 (stereo not given) | 102 | 101 | / | 101 | -2 | 100 | 97 | 100 | -17 | -1 | 102
Cc1ccc(S(=O)(=O)c2c(N)n(NC(=O)c3ccco3)c3nc4ccccc4nc23)cc1 | 101 | 102 | 8 | 106 | -1 | 99 | 101 | 98 | 20 | 18 | 100
CCOC(=O)c1ccc2[nH]c3c(c2c1)CCCC3C(=O)OCC (stereo not given) | 104 | 105 | / | 103 | -2 | 105 | 101 | 100 | -14 | 9 | 108
Cc1ccc(NC(=O)CCC2CC(C)(C)OC2=O)cc1 (stereo not given) | 101 | 98 | -51 | 97 | 0 | 106 | 97 | 101 | -10 | -13 | 98

(next part)
SMILES | Rab2 wt GTP | HRas wt GTP bind | Pf gamet viab | Cdc42 wt GTP | Bim-Mcl-1 | Rab7 wt GTP bind | Rac1 act GTP bind | RGS8-Gao | Mcl1-Bid inh | Mcl1 Noxa PPI | Rac1 wt GTP bind
N#CCN1CCC(c2cc(-c3ccco3)n[nH]2)CC1 | 99 | 98 | 12 | 100 | 0 | 97 | 96 | 97 | -22 | 26 | 99
COc1ccc(CCNC(=O)CC2SC(=NCCc3ccccc3)NC2=O)cc1OC (stereo not given) | 101 | 96 | -7 | 103 | -6 | 97 | 100 | 101 | -11 | 5 | 104
COc1ccccc1Oc1ccc(NC(=O)c2ccc(Cl)cc2)cc1 | 101 | 100 | / | 98 | -6 | 106 | 96 | 107 | -11 | 2 | 104
O=C(CN1CCN(Cc2ccccc2)CC1)c1c[nH]c2ccccc12 | 99 | 100 | / | 99 | -2 | 101 | 99 | 106 | -20 | 27 | 100
Cc1cccc(CS(=O)(=O)Cc2ccc(C(=O)NCc3cccs3)o2)c1 | 104 | 103 | -4 | 103 | -1 | 108 | 101 | 99 | 2 | 14 | 97
COc1ccc(CNc2ccc3cn[nH]c3c2)c(OC)c1OC | 97 | 99 | 7 | 100 | 2 | 97 | 101 | 100 | -119 | 37 | 102
C=CCn1c(CSc2nc3ccccc3s2)nnc1SCC(=O)NCc1ccccc1 | 99 | 101 | -29 | 100 | -2 | 101 | 95 | 102 | -14 | 1 | 99
O=C(CSc1nnc(-c2ccccc2Cl)o1)Nc1ccc2c(c1)OCCO2 | 96 | 97 | -19 | 97 | 0 | 97 | 95 | 99 | -8 | -3 | 97
CCCC(C)NC(=O)C1CCN(S(=O)(=O)c2ccccc2)CC1 (stereo not given) | 101 | 102 | / | 105 | -1 | 99 | 100 | 101 | 4 | 9 | 105
CCCn1c(=O)[nH]c(=O)c2[nH]cnc21 | 98 | 100 | / | 101 | -3 | 95 | 99 | 100 | -3 | 4 | 104
CC(C)C1Nc2c(C(=O)O)cccc2C(Nc2ccccc2C(=O)O)C1(C)C (stereo not given) | 84 | 85 | -22 | 83 | 3 | 88 | 83 | 101 | -70 | -4 | 86
O=C(O)Cc1coc2ccc3ccccc3c12 | 96 | 95 | 22 | 94 | -1 | 100 | 91 | 100 | -26 | 1 | 96
O=C(NCc1ccco1)C1CCCN1C(=O)Nc1cccc(Cl)c1 (stereo not given) | 96 | 100 | 0 | 99 | 0 | 100 | 96 | 104 | -26 | -9 | 100
O=S1(=O)NC(=NCc2ccccc2)c2ccccc21 | 96 | 97 | / | 97 | 0 | 97 | 97 | 100 | -9 | 1 | 98
Cc1cc(Cl)ccc1OCCCC(=O)NC1CCN(C)CC1 | 96 | 98 | / | 98 | 0 | 98 | 98 | 103 | -28 | 8 | 99
CCC(CC)NC(=O)c1n[nH]c(=O)c2ccccc12 | 98 | 100 | / | 101 | 3 | 99 | 97 | 103 | -28 | 12 | 102
CC(NC(=O)N(Cc1ccccc1)Cc1ccc2c(c1)OCO2)(C(F)(F)F)C(F)(F)F | 102 | 104 | 10 | 104 | -2 | 100 | 102 | 99 | 1 | 21 | 104
C(#CCN1CCOCC1)COC(c1ccccc1)c1ccccc1 | 92 | 93 | / | 95 | -7 | 94 | 91 | 95 | 20 | 31 | 97
CC1Cc2nc(SCC(=O)NCc3ccco3)n(-c3ccccc3)c(=O)c2S1 (stereo not given) | 96 | 97 | / | 96 | -1 | 97 | 96 | 102 | -30 | 0 | 102
c1ccc2[nH]c(SCC3CCCCO3)nc2c1 (stereo not given) | 97 | 99 | -32 | 94 | 0 | 105 | 95 | 99 | -1 | 5 | 102
CCc1ccc(C(=O)/C=C/NCc2ccc(F)cc2)cc1 | 101 | 101 | / | 104 | -10 | 99 | 99 | 97 | 53* | 13 | 103
Cc1cc2sc(C(=O)O)c(C)c2s1 | 99 | 98 | 0 | 99 | -2 | 99 | 94 | 103 | 2 | -7 | 101
COc1ccc(/C=N/n2cc(-c3ccccc3)nc2N)cc1 | 100 | 98 | / | 99 | 35 | 97 | 98 | 98 | -38 | 11 | 101
O=C(COc1ccc(Cl)cc1)Nc1cc(S(=O)(=O)N2CCCCC2)ccc1N1CCCCC1 | 105 | 105 | 9 | 104 | -1 | 104 | 105 | 102 | -36 | -31 | 105
CCOc1ccc(NS(=O)(=O)c2ccc(C)c(C(=O)NCCCn3ccnc3)c2)cc1 | 99 | 95 | -13 | 97 | -2 | 95 | 96 | 105 | -7 | 1 | 101
CCn1nc(C)c(CN2CCc3c([nH]c4ccccc34)C2c2ccc(F)c(OC)c2)c1C (stereo not given) | 99 | 97 | -26 | 95 | 0 | 102 | 96 | 100 | -74 | 1 | 97
CC(C(=O)NCC1CCCO1)N(C(=O)c1snc(C(N)=O)c1N)c1cccc(F)c1 (stereo not given) | 103 | 103 | -18 | 104 | -6 | 102 | 100 | 95 | 7 | 14 | 105
O=C1c2ccccc2C(Nc2ccc(F)c(Cl)c2)N1c1ccccn1 (stereo not given) | 99 | 99 | / | 99 | 0 | 103 | 97 | 100 | 9 | 26 | 105
Cc1csc(SCC(=O)Nc2sccc2C#N)n1 | 95 | 95 | -15 | 94 | 3 | 98 | 93 | 99 | -27 | 30 | 95
c1c2c(cc3sc(N4CCCCC4)nc13)OCO2 | 100 | 98 | -15 | 99 | -6 | 103 | 98 | 107 | -6 | 16 | 101
COc1ccccc1NC(=O)COc1ccc(C(=O)OCC(=O)N2CCCC2=O)cc1OC | 99 | 101 | / | 102 | 3 | 101 | 100 | 103 | 4 | -62 | 103
O=C(N/C(=C/c1cccs1)C(=O)N1CCOCC1)c1ccco1 | 101 | 104 | / | 102 | -1 | 101 | 102 | 99 | -16 | -9 | 102
C=CCn1cnc2scc(-c3ccc(CC)cc3)c2c1=O | 96 | 97 | 13 | 97 | 0 | 96 | 91 | 102 | 10 | 9 | 95
O=C(N/N=C/c1sc2ccccc2c1O)c1ccccc1 | 98 | 100 | / | 97 | -2 | 99 | 97 | 96 | -140 | -57 | 101
COc1ccc(-c2nc3ccccn3c2CN2CCN(c3ccccc3F)CC2)cc1 | 98 | 97 | / | 97 | 0 | 102 | 95 | 102 | -1 | 8 | 100
